# L929 necroptosis: inhibitors of zVAD-triggered necroptosis, primary screen, L929 cells; 220,000 tested, 0.38% active; L929 zVAD necroptosis rescue, ATP luminescence, 24 h; with zVAD 60 µM; viability rescue, % at 10 µM;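 active = activation, scaled between plate controls, above about 75%, limit read from the data; inactive = activation under that limit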;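 also: 0% = zVAD with DMSO and 100% = DMSO alone without zVAD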
# MDM2 E3 inh: MDM2-luciferase reporter signal enhancers, primary screen, MDM2 E3 ligase inhibitor project, cell-based, luminescence, 1536-well. cell-based MDM2 ubiquitination luciferase reporter, 2 h; 0 = plate control, 100 = twice control, blank-subtracted. signal enhancement, % at 5 µM. 210,000 tested, 0.11% active;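 active = signal enhancement of 30% or more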;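 also: luminescence tracks abundance of the self-degrading MDM2-luciferase fusion protein; higher signal means inhibition of MDM2 E3 ligase activity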
#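 Test system: mammalian cells stably expressing self-ubiquitinating, self-degrading MDM2 E3–luciferase fusion; Amount: 2000 cells in each well; Medium: DMEM; Schedule: 4 h settle plus 2 h compound, 37 °C; Technique: SteadyLite luciferase luminescence after 15 min room-temperature reagent incubation; Benchmarks: plate control and blank wells.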
# EBV gp42 inh: Epstein-Barr virus gp42 inhibitors, primary screen, biochemical, uHTS, fluorescence polarization; Glycoprotein 42 (Epstein-Barr virus (strain AG876)), Q1HVG2; inhibition, % (tested at 21.74 µM); AID 1085, 2008; 220,000 tested, 0.42% active; Fluorescence polarization binding assay, mP read-out; in the data active = inhibition above about 50%
# Target sequence (Q1HVG2 whole entry, looked up): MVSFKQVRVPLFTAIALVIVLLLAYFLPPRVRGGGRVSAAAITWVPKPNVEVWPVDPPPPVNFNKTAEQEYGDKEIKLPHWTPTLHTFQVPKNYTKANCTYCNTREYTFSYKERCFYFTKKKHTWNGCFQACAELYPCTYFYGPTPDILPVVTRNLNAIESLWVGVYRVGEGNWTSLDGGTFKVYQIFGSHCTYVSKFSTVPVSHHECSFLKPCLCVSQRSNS
# Runt-CBFb FRET: inhibitors of RUNX1 Runt–CBFb binding, primary screen, biochemical, FRET, Cerulean-Runt, Venus-CBFb, uHTS | Cerulean-Runt/Venus-CBFb FRET ratio 530/480, 1 h | inhibition, % at 20 µM | 220,000 tested, 0.46% active;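 active = inhibition over about 50% at 20 µM in the single-dose screen, limit read from the data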;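 also: 0% = DMSO wells and 100% = excess unlabeled CBFb competitor control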
# Target sequence (Q01196 whole entry, looked up): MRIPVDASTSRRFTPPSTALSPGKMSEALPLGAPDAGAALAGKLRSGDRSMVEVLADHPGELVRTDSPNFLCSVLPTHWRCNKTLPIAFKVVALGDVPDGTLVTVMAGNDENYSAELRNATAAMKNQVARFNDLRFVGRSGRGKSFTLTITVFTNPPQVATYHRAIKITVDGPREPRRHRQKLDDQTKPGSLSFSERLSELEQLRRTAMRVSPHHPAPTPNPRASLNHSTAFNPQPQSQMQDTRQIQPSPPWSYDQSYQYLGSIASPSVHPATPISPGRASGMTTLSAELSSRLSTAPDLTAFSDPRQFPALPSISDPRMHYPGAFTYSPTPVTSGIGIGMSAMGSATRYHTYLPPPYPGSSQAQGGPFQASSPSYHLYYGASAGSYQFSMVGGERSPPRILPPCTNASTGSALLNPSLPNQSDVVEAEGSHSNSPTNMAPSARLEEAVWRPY
# Target sequence (Q13951 whole entry, looked up): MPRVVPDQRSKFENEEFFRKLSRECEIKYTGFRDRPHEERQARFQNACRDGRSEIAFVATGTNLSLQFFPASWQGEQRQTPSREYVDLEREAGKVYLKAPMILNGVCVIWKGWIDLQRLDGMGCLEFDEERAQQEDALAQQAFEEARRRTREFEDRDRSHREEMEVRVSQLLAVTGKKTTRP
#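 Schedule: protein complex preformed 1 h, compound exposure 1 h, room temperature, dark; test system: Cerulean-labeled Runt domain protein; amount: 100 nM per protein; buffer or medium: Tris 50 mM pH 7.5, KCl, K2SO4, 0.01% BSA; read-out: loss of energy transfer signal; detection: FRET fluorescence; controls: 5 µM unlabeled CBFb as full-inhibition high control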
# NCF1 inh: p47phox/p22phox peptide binding inhibitors, primary screen, biochemical, uHTS, NADPH oxidase regulatory subunit; AID 1274, 2008; Neutrophil cytosol factor 1 (Homo sapiens), P14598; fluorescence polarization, 2 h; inhibition, % at 24.7 µM; 220,000 tested, 0.53% active;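 active = inhibition above about 30%, limit read from the data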;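 also: 0% = p47phox with labelled peptide and 100% = labelled peptide alone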
# 14-3-3 Bad inh: inhibitors of 14-3-3 zeta/Bad binding, primary screen, biochemical, TR-FRET, bovine 14-3-3 zeta; 14-3-3 protein zeta/delta (Bos taurus), P63103; TR-FRET 14-3-3zeta/Dy647-pBad peptide displacement, 1 h; inhibition, % at 21.7 µM; 220,000 tested, 0.71% active; AID 781, 2007;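 active = inhibition above about 70%, limit read from the data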;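 also: 0% = full 14-3-3 plus peptide FRET controls and 100% = background without 14-3-3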
# Hck-Nef inh: inhibitors of Nef-activated human Hck kinase, primary screen, biochemical, Z-Lyte FRET, 384-well, Hck-YEEI. inhibition, % at 20 µM. 220,000 tested, 0.68% active. AID 463187, 2010. Recombinant Hck-YEEI plus Nef, Z-Lyte FRET kinase assay;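 active = Hck-Nef kinase inhibition above about 50%, limit read from the data; inactive = inhibition below that limit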;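 also: 0% = DMSO with Hck plus Nef and 100% = Hck alone without Nef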
# Runt-SMMHC FRET: inhibitors of RUNX1 Runt–CBFb-SMMHC binding, primary screen, biochemical, FRET, Cerulean-Runt, Venus-CBFb-SMMHC, uHTS. Runt-related transcription factor 1 (Homo sapiens) + Core-binding factor subunit beta …. Cerulean-Runt/Venus-CBFb-SMMHC FRET ratio 530/480, 1 h. inhibition, % at 20 µM. 220,000 tested, 0.74% active. AID 1434, 2008;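 active = mean inhibition across duplicate retests at 20 µM reaching about 50%, limit read from the data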;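 also: 0% = DMSO wells and 100% = wells with excess untagged CBFb-SMMHC; inhibitors lower the FRET ratio by blocking Runt binding to CBFb-SMMHC; some results filed as inactive read as strong as hits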
# Tb hexokinase: Trypanosoma brucei hexokinase 1 inhibitors, primary screen, biochemical, G6PDH-coupled NADH absorbance, MLSCN library. hexokinase 1 [Trypanosoma brucei]. recombinant TbHK1, G6PDH-coupled NADH A340. inhibition, % at 10 µM. 220,000 tested, 0.11% active. AID 1430, 2008;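 active = inhibition of 50% or more in the single-dose primary screen; inactive = inhibition below 50%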
# Active calls of the source: *; . = no result given; + = active, no number; [ ] = dose if it differs, or a comment. The order is random; about 3.2% have a hit in one of these screens.
SMILES,L929 necroptosis,MDM2 E3 inh,EBV gp42 inh,Runt-CBFb FRET,NCF1 inh,14-3-3 Bad inh,Hck-Nef inh,Runt-SMMHC FRET,Tb hexokinase
COC(=O)CNC(=O)COC(=O)Cc1ccc(Cl)cc1,1.6,-5,-8,0,-7,-10,2,0,0
COC(=O)/C(C#N)=C1/SC=C(C)N1c1ccccc1,0.2,-9,-15,-1,-10,-6,6,-8,-34
OCCN(CCO)CC(O)COCCC12CC3CC(CC(C3)C1)C2 (configuration not stated),0.7,-2,-25,0,-4,14[fluorescence artefact?],-2,-1,-4
CSc1n[nH]c(-c2ccc(C(F)(F)F)cc2)n1,2.7,-6,-8,2,2,-1,6,2,-4
CCOC(=O)N1CCN(Cc2nc(-c3cccc(C)c3)no2)CC1,-0.6,-19,-26,1,-27,-2,2,0,-1
CC(C)COC(=O)Cn1cnc2ccc(Br)cc2c1=O,0.9,-10,-11,-1,-12,9,1,-1,6
NNc1nc2c(-c3ccc(Cl)cc3)nnn2c2ccccc12,4.8,4,-12,5,1,8,16,0,-10
CCOc1ccc(C(=O)NCC(=O)OCC(=O)N2CCCC2)cc1,2.1,-4,3,-2,-1,2,-1,1,1
CCCCNC(=S)NNC(=O)c1cc(C)on1,0.2,1,-16,4,1,4,1,5,4
O=C(O)[C@H](Cc1ccccc1)NC(=O)C(c1ccccc1)(c1ccccc1)c1ccccc1,0.9,.,-9,-4,-2,88*,9,-3,-5
O=C(/C=C/c1ccc(S(=O)(=O)N2CCOCC2)cc1)N1CCN(c2ccccc2)CC1,9.3,-7,-6,-1,-3,-7,17,3,-3
Cc1ccc(/C=C2/SC(=S)N(CC(=O)Nc3ncc(Cc4ccc(C)cc4)s3)C2=O)cc1,75*,-3,-22,0,-8,3,-18,-1,-11
O=C(COC(=O)c1cccc(Br)c1)NCCc1ccc(F)cc1,0.2,3,-5,-4,0,3[fluorescence artefact?],7,3,2
COc1ccc(C2CC(=O)C3=C(C2)Nc2ccccc2N(C(C)=O)C3c2ccco2)cc1 (configuration not stated),1.1,-17,-10,1,-16,-2,1,2,-45
COc1ccc(NC(=O)CSc2nc3ccccc3c(=O)n2CCCN2CCCCC2)c(OC)c1,-0.7,-6,-18,1,-4,-4[fluorescence artefact?],-2,2,6
CCOC(=O)CSc1cc(CS(=O)(=O)c2ccccc2)nc(-c2ccccc2)n1,0.1,-21,-2,-2,1,18,-1,3,-3
CC(C)CCOc1ccc(C(=O)CCNC(C)C(=O)O)cc1 (configuration not stated),2.0,9,-19,8,-16,-11,-9,0,4
CC(C)C(=O)Nc1cccc(NC(=O)c2cccc([N+](=O)[O-])c2)c1,0.7,22,-6,-1,0,-8,0,-2,5
CC(C)(C)C1CCc2onc(C(=O)O)c2C1 (configuration not stated),5.4,-3,-11,-2,3,6,15,0,-5
CN(CC(O)COC(c1ccccc1)c1ccccc1)C1CCCCC1 (configuration not stated),-1.1,-9,6,0,1,0,22,1,10
CN(C(=O)COc1cc(=O)n(C)c2ccccc12)c1ccc(Br)cc1,0.5,-5,-4,-1,-8,1,11,-1,-3
Cc1cc(C(=O)CN2C(=O)C(=O)N(C)C2=O)c(C)n1-c1cccc(S(=O)(=O)N2CCOCC2)c1,0.1,0,-1,-1,-7,-4,19,-3,-14
COc1ccc(CCNC(=O)CSc2nnnn2-c2ccc(OC)c(OC)c2)cc1OC,3.2,22,-4,-2,8,-17,26,1,-5
Cc1ccc2nc(SCC(=O)Nc3cccc(S(N)(=O)=O)c3)[nH]c2c1,1.1,.,-12,1,-3,1,14,-4,-5
COc1cccc(NC(=O)c2cc(-c3cccnc3)nc3c(Cl)cccc23)c1,84*,-10,-20,2,-11,-8,3,0,-6
COc1ccccc1NC(=O)Cn1nnc2sc3c(c2c1=O)CC(C)(C)OC3,-0.2,-10,-4,-2,-9,-10,14,-1,-19
Cc1ccc(S(=O)(=O)N2CCCC2C(=O)O)s1 (configuration not stated),0.3,-6,-18,-1,-16,9,1,-2,-4
CCOc1ccc(CCN2C(=O)C3C4C=CC(C4)C3C2=O)cc1OCC (configuration not stated),-0.2,-8,-4,1,-12,5[fluorescence artefact?],5,0,0
Cc1c(Br)c([N+](=O)[O-])nn1C(C)C(=O)NCc1ccco1 (configuration not stated),-0.5,-5,-15,1,-6,2,1,2,0
CCN(CC)C(=S)Nc1c(C)n(C)n(-c2ccccc2)c1=O,-1.2,1,2,-1,5,0,-4,3,4
CCOc1ccc(C(C)=O)cc1Cn1nc(C(=O)O)c2ccccc2c1=O,0.6,-16,-3,-8,-12,16[fluorescence artefact?],1,0,-6
COc1ccc(/C=C/C(=O)Nc2ccc(C34CC5CC(CC(O)(C5)C3)C4)cc2)cc1OC,.,46*,-43,-6,-14,1,1,0,-6
O=S(=O)(c1ccc2ccccc2c1)N(CC(O)CN1CCOCC1)c1ccccc1 (configuration not stated),-1.0,-11,-4,-2,-12,3,-11,1,2
COc1ccc(NC(C)C(=O)N/N=C/c2ccccc2OCc2ccc(Br)cc2)cc1 (configuration not stated),0.8,-10,-18,2,-12,-13,0,-2,9
COc1cc(/C=N/NC(=O)c2ccc(CN3c4cccc5cccc(c45)S3(=O)=O)cc2)cc(OC)c1O,-0.9,-22,-2,6,36*,92*,14,3,-18
O=C(NCCN1CCOCC1)c1ccc2ccccc2c1,0.0,-10,1,0,3,-19,1,4,-3
Cc1cc(C)n(-c2ccc(C(=O)N3CC(C)OC(C)C3)cc2)n1 (configuration not stated),0.3,-5,-2,-2,2,-2,17,0,-2
CC[C@@H](Nc1ncnc2c1oc1ccccc12)C(=O)O,-0.8,-12,-6,0,3,1,2,-2,7
Cc1[nH]nc2c1C(c1ccsc1)C1=C(CC(C)(C)CC1=O)N2 (configuration not stated),-0.5,5,-17,0,-3,-10,23,2,-30
O=C(Nc1ccn(Cc2ccccc2)n1)c1ccc(F)cc1,3.2,-6,1,0,5,0,3,3,2
O=C(Nc1ccc2c(c1)CCC2)C1COc2ccccc2O1 (configuration not stated),0.3,-14,-26,2,-11,11,3,1,0
CCC(C)NC(=O)c1c(-c2cc(Cl)c(OC)c(Cl)c2)noc1C (configuration not stated),.,.,-3,0,-4,6,-2,2,2
CC(C)Cc1cc(CN2CCC(CO)(Cc3cccc(C(F)(F)F)c3)CC2)[nH]n1,2.6,-9,-22,-3,+,-8,20,-3,6
O=C(CN1C(=O)c2cccnc2C1=O)c1ccccc1,0.4,6,-1,2,-2,-4,8,-6,3
Cc1ccc(-c2[nH]nc3c2C(c2ccc(OC(=O)N4CCOCC4)cc2)C(C#N)=C(N)O3)cc1 (configuration not stated),0.3,8,4,-1,-10,4,6,1,-9
O=[N+]([O-])c1ccc(F)cc1Oc1nc(-c2cccnc2)nc2ccccc12,2.1,-6,-8,-1,-6,8,13,-3,-6
O=c1cnnc(Nc2ccc(F)cc2)[nH]1,1.3,-8,-6,1,1,-8,19,1,-3
CC(OC(=O)c1cc[n+]([O-])cc1)C(=O)Nc1ccc(Cl)cn1 (configuration not stated),1.0,-16,-21,-1,0,4,6,-4,3
Cc1ccc2c(CN3C(=O)NC4(CCCCC4)C3=O)cc(=O)oc2c1C,24,-12,-25,-2,-36,-12,-3,1,-8
COc1ccccc1C(=O)N(Cc1nc(-c2ccc(Cl)cc2)no1)C(C)C,0.2,-9,-6,-2,-6,-12,1,2,-10
# Other results follow.
SMILES,L929 necroptosis,MDM2 E3 inh,EBV gp42 inh,Runt-CBFb FRET,NCF1 inh,14-3-3 Bad inh,Hck-Nef inh,Runt-SMMHC FRET,Tb hexokinase
O=c1c(Cl)c(NCCO)ncn1-c1ccccc1,0.5,-10,-10,-2,-4,-4,7,-2,2
CN(C(=O)COC(=O)CNC(=O)c1ccccc1Cl)c1ccccc1,-0.1,-8,-7,2,-4,65,0,-7,-12
CCC(C)(C)NC(=O)/C=C/c1cnc2ccccc2n1,3.2,-29,-7,-2,-8,3,7,-4,4
COc1ccc2cc(C#N)c(Nc3cccc(F)c3)nc2c1,1.7,-10,6,-1,5,-9,7,-6,-9
O=C(O/N=C(\c1ccccc1)c1ccccn1)c1ccc(Cl)c(Cl)c1,11,-10,1,-2,-6,0,0,1,-2
CCc1ccc(-c2nc(C(N)=O)c3[nH]c(=O)n(-c4ccccc4OC)c3n2)cc1,-0.2,-3,-16,2,27,8,2,-3,-14
O=c1[nH]c(SCc2ccccc2)nc2c1sc1ccccc12,1.6,-20,2,-3,-14,-13,37,-3,4
COc1cc2sc(C)nc2cc1C,1.6,-9,-19,-2,3,-4,6,1,1
O=C(NCCC1=CCCCC1)C1CCN(c2nnc(-n3cccc3)s2)CC1,0.1,-25,8,-1,-4,3[fluorescence artefact?],-5,-4,9
Cc1ccccc1OCC(=O)N/N=C/c1c(C)nn(-c2ccccc2)c1Cl,.,-4,-5,-1,2,-1,2,5,-7
